Screening results: PubChem BioAssay, several laboratories
Rv3671c inh – Rv3671c (M. tuberculosis) protease inhibition; P9WHR9; 320,000 tested, 0.048% active; AID 2606; inhibition, % at 5.96 µM; in the data active = inhibition above about 38%;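 also: extracellular domain of Rv3671c used as enzyme; 0% = enzyme with DMSO and 100% = no enzyme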
SARS 3CLpro inh – SARS-CoV 3CLpro protease inhibition; inhibition, % at 6 µM; 290,000 tested, 0.14% active; P0C6X7; recombinant SARS-CoV 3CLpro, quenched FRET peptide cleavage; in the data active = inhibition above about 12%
MazEF act – increases E. coli MazEF RNase cleavage of RNA; P0AE70; FAM/BHQ RNA-DNA oligo cleavage fluorescence, 5 h; activation, % at 20 µM; 350,000 tested, 0.32% active; AID 504720; in the data active = activation above about 50%
Target sequence (P0AE70 whole entry, looked up): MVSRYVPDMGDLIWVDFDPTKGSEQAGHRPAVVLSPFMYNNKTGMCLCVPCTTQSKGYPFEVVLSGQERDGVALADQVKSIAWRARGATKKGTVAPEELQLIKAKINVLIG
GDH-TPI counter – GDH-TPI coupled enzyme inhibition counter-screen | 360,000 tested, 1.2% active | GDH-TPI coupled enzyme counterscreen, NADH absorbance | inhibition, % at 4.8 µM; in the data active = inhibition above about 30%;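 also: 0% = DMSO wells and 100% = wells lacking the enzyme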
Mtb BioA inh – inhibitors of Mycobacterium tuberculosis BioA enzyme; purified M. tuberculosis BioA enzyme, plate reader; inhibition, % at 9.99 µM; 360,000 tested, 0.096% active; AID 602481; in the data active = inhibition above about 40%
DUSP3 inh – inhibitors of human VHR1 phosphatase (DUSP3). P51452. recombinant VHR phosphatase, pNPP absorbance. inhibition, % at 13.3 µM. 290,000 tested, 0.52% active; in the data active = inhibition above about 50%; also: some compounds called inactive have numbers as strong as hits
Target sequence (P51452 whole entry, looked up): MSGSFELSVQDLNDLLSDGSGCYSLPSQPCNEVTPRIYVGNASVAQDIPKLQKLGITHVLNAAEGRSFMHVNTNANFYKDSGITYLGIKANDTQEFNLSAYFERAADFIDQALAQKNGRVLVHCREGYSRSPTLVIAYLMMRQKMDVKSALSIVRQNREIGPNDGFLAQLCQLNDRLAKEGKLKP
FBA Mtb inh – inhibitors of M. tuberculosis fructose-bisphosphate aldolase; purified M. tuberculosis FBA, fluorescence read-out; AID 588726; inhibition, % at 1 µM; 360,000 tested, 2.3% active; in the data active = inhibition above about 27%;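 also: 0% = vehicle and 100% = reference inhibitor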
Target sequence (P9WQA3 whole entry, looked up): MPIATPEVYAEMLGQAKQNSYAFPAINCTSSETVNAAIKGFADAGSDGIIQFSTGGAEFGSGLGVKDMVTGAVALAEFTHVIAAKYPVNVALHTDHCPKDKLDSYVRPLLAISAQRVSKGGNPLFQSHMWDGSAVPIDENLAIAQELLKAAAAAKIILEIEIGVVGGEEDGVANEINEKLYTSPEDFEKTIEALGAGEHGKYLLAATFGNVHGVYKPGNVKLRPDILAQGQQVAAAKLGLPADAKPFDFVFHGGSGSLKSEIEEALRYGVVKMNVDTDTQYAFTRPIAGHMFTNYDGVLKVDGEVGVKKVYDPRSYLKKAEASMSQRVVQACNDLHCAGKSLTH
PriA SSB inh – K. pneumoniae PriA-SSBct interaction inhibition; AID 1272365; inhibition, % at 33 µM; AlphaScreen SSBct-PriA binding, biotinylated peptide; 430,000 tested, 0.6% active; in the data active = inhibition mostly above about 37%, no sharp cut-off; inactive = mostly below about 20%;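 also: plate controls were negative control peptide for no effect and reference peptide for full effect; strong numbers were not always called active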
Mtb UGM inh – inhibitors of M. tuberculosis UDP-galactopyranose mutase; P9WIQ1; purified UGM, fluorescence polarization probe displacement; inhibition, % at 10 µM; 320,000 tested, 0.06% active; AID 504406; in the data active = inhibition above about 10%, passing the limit was not always enough
Target sequence (P9WIQ1 whole entry, looked up): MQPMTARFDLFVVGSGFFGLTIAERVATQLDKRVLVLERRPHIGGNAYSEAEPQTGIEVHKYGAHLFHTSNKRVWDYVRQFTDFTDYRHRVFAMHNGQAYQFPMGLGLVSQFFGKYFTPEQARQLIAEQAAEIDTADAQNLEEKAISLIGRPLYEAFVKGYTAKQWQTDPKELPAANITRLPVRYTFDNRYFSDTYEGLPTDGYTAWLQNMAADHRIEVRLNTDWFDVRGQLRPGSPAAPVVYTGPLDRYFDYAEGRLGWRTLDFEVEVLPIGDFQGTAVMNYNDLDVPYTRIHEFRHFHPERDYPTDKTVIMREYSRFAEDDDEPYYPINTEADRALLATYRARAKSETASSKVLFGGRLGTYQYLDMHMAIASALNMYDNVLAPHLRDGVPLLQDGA
BH1578 lux ind – inducers of Vibrio cholerae quorum light production without autoinducers; activation, % at 18.7 µM; V. cholerae BH1578 lux reporter, luminescence, 6 h; 350,000 tested, 0.16% active; AID 588436; in the data active = activation mostly above about 9.7%, no sharp cut-off; also: not every result past the cut was called active; inactives centre near 0; reference of the scale not given here
Active calls of the source: *; i = inactive; nt = not tested or not shown; + = active, no number; & = joins results of further samples.

SMILES	Rv3671c inh	SARS 3CLpro inh	MazEF act	GDH-TPI counter	Mtb BioA inh	DUSP3 inh	FBA Mtb inh	PriA SSB inh	Mtb UGM inh	BH1578 lux ind
COc1ccccc1CNC(=O)COC(=O)Cc1ccc(Cl)cc1	-3	6	0	-5	nt	-14	1	-17	-1.2	i
O=S(=O)(Nc1ccc2c(c1)OCCO2)c1c(F)cccc1F	-2	2	7	2	-2.0	43	1	1	-0.5	0.6
CC(C)CCN1C(=O)c2ccc(C(=O)Nc3ccc(O)cc3C(=O)O)cc2C1=O	3	1	1	1	-1.4	-7	-1	-10	1.9	0.2
CCC(C)N(C(=O)c1csnn1)C(C(=O)NC1CCCC1)c1ccc(F)cc1 (centres undefined)	1	0	3	8	-1.3	6	-1	-7	0.3	-2.3
O=C(C(Sc1ccccc1)c1ccc(Br)cc1)N1CCOCC1 (centres undefined)	1	-1	0	2	0.3	18	-1	-6	-3.3	i
N#Cc1ccccc1OCC(=O)Nc1ccc(N2CCOCC2)cc1N1CCOCC1	10	nt	1	-4	-0.6	nt	1	8	nt	7.1
CC[C@H](C)[C@@H]1NC(=O)c2cc([N+](=O)[O-])cc(I)c2SC[C@@H](C(N)=O)NC(=O)[C@H](CCCCN)NC1=O	4	-1	3	nt	nt	4	nt	-10	-1.1	nt
Cc1cccc(NS(=O)(=O)c2ccc(C)c(C(=O)NCC(c3cccs3)N3CCOCC3)c2)c1 (centres undefined)	nt	nt	7	-1	-0.8	nt	-1	-6	nt	i
Cc1ccc(NC(=S)NC2CCCCC2)cc1S(=O)(=O)N(C)C	3	4	3	-8	2.8	30	0	-5	2.5	-0.2
O=C1OC2(CCCCC2)OC(=O)C1=CNc1ccc2c(c1)OCO2	6	0	32	25	-3.1	20	2	-18	3.4	-0.2
CCn1c(C)cc(=S)c2ccccc21	-16	2	16	13	6.5	2	0	11	-0.5	i
O=C(NC(c1ccccc1)c1c(O)ccc2ccccc12)c1ccccc1Cl (centres undefined)	-18	6	2	1	-1.3	28	-2	10	-1.7	-2.8
NC(=O)Cn1nnc(-c2ccccc2NC(=O)c2cnccn2)n1	-2	0	13	13	-2.0	30	0	-13	0.2	i
CCOC(=O)C1=C(COC(=O)Cc2ccc(Br)cc2)NC(=O)NC1C (centres undefined)	-7	2	-2	2	1.8	7	0	-3	-0.4	i
C=CCOc1cccc(C2C(C(=O)c3ccc(C)o3)=C(O)C(=O)N2c2nccs2)c1 (centres undefined)	3	0	+	6	-3.4	5	5	10	2.6	i
C/C(CC(=O)Nc1ccc2ccccc2c1)=N\NC(=O)c1ccc(O)c(O)c1	-8	-4	7	8	1.5	25	-3	nt	-2.1	0.6
CCOC(=O)CSc1nc2cccnc2n1-c1ccc(F)cc1	0	6	0	3	-0.9	9	1	-5	0.2	i
OCC1(Cc2ccccc2)CCN(CCCC2CCCC2)CC1	-5	3	-1	6	1.8	0	5	-3	-1.4	i
COc1ccc(N2CCN(C(=O)CC(C)S(=O)(=O)c3ccc4c(c3)NC(=O)CO4)CC2)cc1 (centres undefined)	-6	4	10	13	3.1	19	1	-6	0.4	-0.4
C=CCn1c(SCCCc2ccccc2)nc2c1c(=O)[nH]c(=O)n2C	2	2	9	8	0.1	12	-2	6	-1.1	-0.3

Given with values under each structure: part of the list above.
Second line of a record – Rv3671c inh	SARS 3CLpro inh	MazEF act	GDH-TPI counter	Mtb BioA inh	DUSP3 inh	FBA Mtb inh	PriA SSB inh	Mtb UGM inh	BH1578 lux ind
N#Cc1ccccc1OCC(=O)Nc1ccc(N2CCOCC2)cc1N1CCOCC1
  10	nt	1	-4	-0.6	nt	1	8	nt	7.1
CC[C@H](C)[C@@H]1NC(=O)c2cc([N+](=O)[O-])cc(I)c2SC[C@@H](C(N)=O)NC(=O)[C@H](CCCCN)NC1=O
  4	-1	3	nt	nt	4	nt	-10	-1.1	nt
Cc1cccc(NS(=O)(=O)c2ccc(C)c(C(=O)NCC(c3cccs3)N3CCOCC3)c2)c1 (centres undefined)
  nt	nt	7	-1	-0.8	nt	-1	-6	nt	i
Cc1ccc(NC(=S)NC2CCCCC2)cc1S(=O)(=O)N(C)C
  3	4	3	-8	2.8	30	0	-5	2.5	-0.2
O=C1OC2(CCCCC2)OC(=O)C1=CNc1ccc2c(c1)OCO2
  6	0	32	25	-3.1	20	2	-18	3.4	-0.2
CCn1c(C)cc(=S)c2ccccc21
  -16	2	16	13	6.5	2	0	11	-0.5	i
O=C(NC(c1ccccc1)c1c(O)ccc2ccccc12)c1ccccc1Cl (centres undefined)
  -18	6	2	1	-1.3	28	-2	10	-1.7	-2.8
NC(=O)Cn1nnc(-c2ccccc2NC(=O)c2cnccn2)n1
  -2	0	13	13	-2.0	30	0	-13	0.2	i
CCOC(=O)C1=C(COC(=O)Cc2ccc(Br)cc2)NC(=O)NC1C (centres undefined)
  -7	2	-2	2	1.8	7	0	-3	-0.4	i
C=CCOc1cccc(C2C(C(=O)c3ccc(C)o3)=C(O)C(=O)N2c2nccs2)c1 (centres undefined)
  3	0	+	6	-3.4	5	5	10	2.6	i
C/C(CC(=O)Nc1ccc2ccccc2c1)=N\NC(=O)c1ccc(O)c(O)c1
  -8	-4	7	8	1.5	25	-3	nt	-2.1	0.6
CCOC(=O)CSc1nc2cccnc2n1-c1ccc(F)cc1
  0	6	0	3	-0.9	9	1	-5	0.2	i
OCC1(Cc2ccccc2)CCN(CCCC2CCCC2)CC1
  -5	3	-1	6	1.8	0	5	-3	-1.4	i
COc1ccc(N2CCN(C(=O)CC(C)S(=O)(=O)c3ccc4c(c3)NC(=O)CO4)CC2)cc1 (centres undefined)
  -6	4	10	13	3.1	19	1	-6	0.4	-0.4

New compounds follow
SMILES	Rv3671c inh	SARS 3CLpro inh	MazEF act	GDH-TPI counter	Mtb BioA inh	DUSP3 inh	FBA Mtb inh	PriA SSB inh	Mtb UGM inh	BH1578 lux ind
COc1ccc(CCNC(=O)c2ccc(CNS(=O)(=O)c3cccc(Cl)c3)cc2)cc1OC	-13	-3	-5	-5	-0.4	-18	2	-20&-11&7	-0.7	0.7
CCCCc1nc2cc(C(=O)N3CCNC(=O)C3)ccc2o1	-12	-4	4	0	-1.2	-9	-1	-1	-1.6	1.0
CCOCCSc1n[nH]c(=O)n1CCc1ccccc1	4	2	6	3	-0.3	11	1	1	0.5	0.6
CCOC(=O)[C@@H]1[C@H]2COc3ccccc3[C@@H]2N2C(=O)N(c3ccc(Cl)cc3)C(=O)[C@@]12C	-6	-1	3	-1	-1.4	-10	0	-2	0.0	0.5
COCCNC(=O)c1ccc(CS(=O)(=O)c2c(Cl)cccc2Cl)o1	0	-2	13	9	-2.7	3	1	-7	-0.8	i
CC(C)c1ccc(C(=O)N2CCCCC2c2cc(C(=O)NCc3cccnc3)no2)cc1 (centres undefined)	nt	nt	nt	2	1.3	nt	-1	nt	nt	0.4
Cc1ccc2c(c1)-c1[nH]c(=S)ncc1CS2	-2	1	4	-3	-0.8	4	-4	-21	1.0	-0.5
Cc1cc(Br)ccc1OCC(=O)NNC(=O)Cc1ccccc1	1	1	-9	-2	nt	-2	1	-12	3.0	i
COc1ccc(NC(=O)C23CC4CC(C2)CC(n2cnc(Br)n2)(C4)C3)c(OC)c1	1	4	-1	4	1.0	-14	-2	4	-1.6	14
COc1ccnc(N=CNOCc2cccc(C(F)(F)F)c2)c1C#N	5	-1	2	11	nt	22	0	-3	1.4	-0.2
Cc1ccc(NC(=O)C(C)OC(=O)/C=C/c2ccccc2)cc1S(=O)(=O)N1CCOCC1 (centres undefined)	-15	nt	-6	9	nt	nt	-3	-1	-1.1	i
Cc1ccc(C2CC(c3ccc(Cl)cc3)=NNC2=O)cc1 (centres undefined)	-5	3	10	0	1.8	16	-1	-7	-1.9	7.3
Cc1cccc(N2CCN(C(=O)c3ccc4c(c3)c(C)c(C)n4C)CC2C)c1 (centres undefined)	-6	-1	0	6	1.0	19	5	14	-1.3	i
COC(=O)[C@@]1(Cc2ccccc2)[C@H]2C(=O)N(Cc3ccccc3)C(=O)[C@H]2[C@H]2CN=C(SCC3CC3)N21	nt	nt	-3	8	-0.8	nt	-3	-4	nt	i
C/C(=N\Nc1nccnc1Cl)c1c(F)c(F)c(F)c(F)c1F	3	2	-2	8	nt	-5	0	nt	-2.1	-0.3
COCCNC(=O)C(c1cccs1)N(Cc1cccs1)C(=O)Cn1nnc2ccccc21 (centres undefined)	-4	5	0	4	7.8	-27	3	-11	1.2	3.4
O=C(NC(=S)Nc1ccc([N+](=O)[O-])cc1O)C1CCCCC1	-3	8	-3	9	0.5	10	-2	8	1.9	i
Cc1ccccc1C(=O)Oc1cccc(Nc2ncnc3ccccc23)c1	-86	4	-8	14	2.7	nt	7	-4	1.2	i
Cc1ccc(SCc2[nH]nc3c2C2(C(=O)N(C)c4ccccc42)C(C#N)=C(N)O3)cc1 (centres undefined)	0	-4	-4	2	-1.6	0	-4	5	2.0	i
O=C(Nc1cccc(NC(=O)c2ccccc2F)c1)c1ccccc1	-14	-3	17	0	-3.0	15	0	-13	0.1	-0.3
CN(C)C(=O)c1ccc(NC(=O)c2cncc(Br)c2)cc1	-1	4	12	8	-0.8	31	2	-11	0.6	-7.1
COC(=O)c1ccc(/C=N/OCC(=O)NC2CCCCCCC2)cc1	0	3	-3	5	0.0	-2	1	nt	-0.9	nt
Oc1c(CN2CCN(c3ccc(F)cc3)CC2)cc(Cl)c2cccnc12	8	-1	5	13	0.1	-16	4	17&65	-3.6	-0.1
COc1cccc(NC(=O)COC(=O)CCOc2ccccc2OC)c1	6	1	2	-6	nt	36	-2	-12	0.5	1.6
CCCCc1cc2ccccc2c(OCCN(C)C)n1	0	nt	-10	13	0.0	nt	2	10	0.0	-0.3
Cc1ccc2nc(-c3cc(-c4ccccc4)no3)cn2c1	-10	-3	-23	7	-1.2	23	11	-10	-0.1	-0.4
CCOC(=O)CSc1nc(N)c2c3c(sc2n1)CCCC3	-3	6	0	-10	-1.1	19	-10	-17	-1.8	i
Cn1ccnc1SCC(=O)Nc1ccc2c(c1)OCCO2	-4	1	1	4	-0.3	1	3	-3	0.8	-0.7
COc1ccc(SCC(=O)Nc2ccccc2Cl)cc1	2	2	-26	-5	nt	26	0	-30	-1.0	-1.0
O=C(NC(=S)Nc1ccc2oc(=O)ccc2c1)c1cc2ccccc2o1	1	2	-14	-6	-0.5	8	4	-9	-0.1	-0.6
CC(=O)Nc1cc2c(cc1NC(=O)Cn1nc(-c3ccccc3)ccc1=O)OCCO2	3	0	-1	9	4.3	41	-2	-8	4.5	i
CCOc1ccc(NCc2nnc(SCC(=O)Nc3nc(-c4ccccc4)cs3)n2-c2ccccc2)cc1	-37	2	5	6	nt	-21	1	-5	-0.9	-0.3
CCN(CC)S(=O)(=O)c1ccc(N2CCCC2)c(C(=O)OCC(=O)Nc2cc(C)on2)c1	-3	1	2	19	nt	21	0	-9	-0.2	0.3
CN(C(=O)Oc1cccc2ccccc12)C1C=CCC1 (centres undefined)	nt	nt	-20	6	0.1	nt	7	-2	nt	-2.0
COc1ccc(OCC(=O)NNc2c3ccccc3nc3ccccc23)cc1	-13	4	-1	13	7.1	9	20	8	-0.2	-5.3
CCOc1ccc(C2CC(c3cccc(OC)c3)n3nc(N)nc3N2)cc1 (centres undefined)	3	2	8	10	-1.3	19	3	-1	-0.7	-0.2
CCOC(=O)Cn1nc(CC)c2ccccc2c1=O	-1	2	10	4	0.7	-1	-1	1	1.9	-3.2
Clc1ccccc1OCCCCN1CCCC1	-6	-2	1	3	-2.4	-1	3	-3	2.5	i
N#CC1=C(O)CCCn2c1nc1ccccc1c2=O	-1	2	-2	22	-2.1	10	6	0	-1.2	-0.4
CCOC(=O)N(C)c1c(CC)nc2c(OCc3cccc(Cl)c3)cccn12	nt	nt	nt	2	0.4	nt	-4	nt	nt	i
NC(Cc1ccccc1)c1csc(Nc2ccccn2)n1 (centres undefined)	nt	nt	nt	-4	0.0	nt	1	nt	nt	i

Only part of the results is shown; the hit share may differ from the screen's.
